BLM helicase inh: inhibitors of human Bloom syndrome helicase BLM; recombinant BLM DNA unwinding, fluorescence dequenching; Potency, µM (doses to about 56.1 µM), inactives show at the highest dose activity change, negative = inhibition, hits mostly inhibitors; 0.2% of 350,000 active; AID 2528;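 also: plate controls were vehicle for no effect and no enzyme for full effect; nearly all actives have a fitted effect of over 35% in size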
HP1b chromo inh: blocks HP1-beta chromodomain binding to methylated histone tails; P83916; AlphaScreen HP1-beta / biotin-H3K9me3 peptide binding; Potency, µM (titrated, usually from 114 µM), inactives show top-dose activity change, negative = inhibition, actives largely listed as inhibitors; 0.56% of 390,000 active; also: nearly all actives have a fitted effect of over 70% in size; inactives centre near 23
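AlphaScreen: HP1-beta (50 nM) preformed 30 min with biotin-H3(1-18)K9me3 peptide (50 nM) in PBS pH 7.4, 0.01% Tween-20. Compound added for 30 min at RT, then streptavidin donor/nickel chelate acceptor beads (10 ug/mL) for 30 min.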
PGK inhibitor: T. brucei PGK inhibition | P07378 | 0.043% of 380,000 active | Potency, µM (titrated, usually from 57.5 µM), for the others: at the top dose activity change, negative = inhibition, actives largely listed as inhibitors | PGK/GAPDH coupled, Kinase-Glo luminescence, 60 min; also: % is scaled to controls: 0 for no effect and ±100 for the full control effect; nearly all actives have a fitted effect of over 60% in size
Target sequence (P07378 whole entry, looked up): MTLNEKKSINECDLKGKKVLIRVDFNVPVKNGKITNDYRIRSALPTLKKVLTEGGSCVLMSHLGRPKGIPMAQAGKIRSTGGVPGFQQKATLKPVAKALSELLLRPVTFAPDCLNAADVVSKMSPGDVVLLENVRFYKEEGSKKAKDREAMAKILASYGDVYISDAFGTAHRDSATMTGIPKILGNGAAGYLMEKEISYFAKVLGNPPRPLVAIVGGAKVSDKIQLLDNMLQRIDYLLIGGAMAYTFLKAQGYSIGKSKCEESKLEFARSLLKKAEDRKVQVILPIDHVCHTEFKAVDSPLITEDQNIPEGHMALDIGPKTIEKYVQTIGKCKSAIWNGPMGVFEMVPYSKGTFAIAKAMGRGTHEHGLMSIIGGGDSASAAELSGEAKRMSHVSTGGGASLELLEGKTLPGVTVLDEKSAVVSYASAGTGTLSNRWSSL
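Luminescent ATP detection (Kinase-Glo Plus) follows a 60-minute room-temperature incubation, with wells lacking PGK as controls. Buffer: 100 mM TEA (pH 7.6), 5 mM MgCl2, 0.01% Tween-20. Coupling enzyme GAPDH (100 nM final) supplies unstable 1,3-BPG in-well.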
BAZ2B inh: BAZ2B (human) inhibition; Q9UIF8; AlphaScreen BAZ2B-H3K14Ac peptide displacement; Potency, µM (series often up to 114 µM), without a hit: at the top dose activity change, negative = inhibition, usual class: inhibitors; 4.4% of 360,000 active; AID 504333; also: % is scaled to controls: 0 for no effect and ±100 for the full control effect; nearly all actives have a fitted effect of over 60% in size
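Inhibition is scored as reduced AlphaScreen emission. The BAZ2B/b-H3(5-23)K14Ac complex (50 nM each) in PBS pH 7.4, 0.01% Tween-20 meets compound (up to 110 uM) for 30 min at RT before bead addition.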
GLS inhibitor: blocks human kidney-isoform glutaminase activity; O94925; GLS enzymatic activity, qHTS titration; Potency, µM (top dose mostly 45.5 µM), for inactives: top-dose activity change, negative = inhibition, usual class: inhibitors; 0.21% of 410,000 active; AID 624170; also: % is scaled to controls: 0 for no effect and ±100 for the full control effect
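Two-point fluorescence kinetic (t0, 30 min RT) for hKGA; glutamate detected via glutamate oxidase–HRP–Amplex Red. Substrate: 1 mM L-glutamine solution; buffer 45 mM KH2PO4, pH 8.2.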
JMJD2A Tudor inh: blocks the human JMJD2A Tudor domain; O75164; AlphaScreen JMJD2A-Tudor / H3K4me3 peptide binding; Potency, µM (series often up to 114 µM), for the others: at the top dose activity change, negative = inhibition, hits mostly inhibitors; 4.4% of 390,000 active; AID 504339; also: % is scaled to controls: 0 for no effect and ±100 for the full control effect; nearly all actives have a fitted effect of over 50% in size
G9a inh: blocks human histone lysine methyltransferase G9a; G9a H3K9 monomethylation, AlphaScreen, 2 h; Q96KQ7; AID 504332; 8.8% of 350,000 active; Potency, µM (titrated, usually from 102 µM), for the others: at the highest dose activity, negative = inhibition, most hits filed as inhibitors; also: % is scaled to controls: 0 for no effect and ±100 for the full control effect; nearly all actives have a fitted effect of over 75% in size
Target sequence (Q96KQ7 913-1193 limits assumed): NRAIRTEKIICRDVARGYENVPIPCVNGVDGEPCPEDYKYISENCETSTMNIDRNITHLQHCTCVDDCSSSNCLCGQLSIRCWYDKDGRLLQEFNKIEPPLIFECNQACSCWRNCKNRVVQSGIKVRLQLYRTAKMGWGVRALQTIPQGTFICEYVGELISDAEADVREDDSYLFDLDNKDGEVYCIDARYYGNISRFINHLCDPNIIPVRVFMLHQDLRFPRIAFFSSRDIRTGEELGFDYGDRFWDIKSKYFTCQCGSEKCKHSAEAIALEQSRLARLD
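AlphaScreen read-out: biotin-H3K9 peptide (500 nM) methylation by 20 nM enzyme with 20 uM SAM, 2 h at room temperature after 15 min compound preincubation; anti-monomethyl H3K9 antibody plus donor/acceptor beads, 10 min dark.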
Pin1 inhibitor: blocks the human prolyl isomerase Pin1; 0.009% of 390,000 active; Q13526; AID 504891; Potency, µM (highest dose often 115 µM), inactives show at the top dose activity, negative = inhibition, usual class: inhibitors; Pin1 FP peptide displacement, HiFluor488, 10 min; active = well fitted inhibition curve with a large enough effect in the polarisation, with a control signal flat, not every such curve was filed as active; inconclusive = small, poorly fitted or top-dose-only effect, or effect the other way, or a change in a side signal; inactive = no such curve, though single readings can be large or run the other way; the % refers to the polarisation; also: % is scaled to controls: 0 for no effect and ±100 for the full control effect
Target sequence (Q13526 whole entry, looked up): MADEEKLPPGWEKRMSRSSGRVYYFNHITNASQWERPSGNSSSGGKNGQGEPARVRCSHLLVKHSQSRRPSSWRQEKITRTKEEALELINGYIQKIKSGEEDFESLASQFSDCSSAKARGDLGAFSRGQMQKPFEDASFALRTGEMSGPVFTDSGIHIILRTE
POLI inh: inhibitors of human DNA polymerase iota | Potency, µM (top dose mostly 115 µM), for inactives: at the highest dose activity, negative = inhibition, hits mostly inhibitors | Pol iota fluorescent replication assay, 10 min | Q9UNA4 | 1% of 390,000 active
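Fluorescent replication assay read twice, at 0 min and 10 min after adding 50 nM (final) substrate. Enzyme (10 nM) and compounds were first incubated 15 min at room temperature; enzyme-free buffer wells were negative controls.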
Active calls of the source: *; i = inactive; ? = inconclusive; . = no result given; & = joins results of further samples; [ ] = remark or other dose. Unless noted, calls follow the shape of the dose curve; as a rule, active = well fitted curve in the direction sought with a large enough effect; inconclusive = small, poorly fitted or top-dose-only effect, or another doubt; inactive = no such curve, though single readings can be large; an effect the other way counts as inactive or inconclusive. Potency is read from the fitted curve at half-maximal effect. These rows are one share of the data; count on the stated rates, not on these rows.

Start of the listing, in advance, 10 compounds:
SMILES	BLM helicase inh	HP1b chromo inh	PGK inhibitor	BAZ2B inh	GLS inhibitor	JMJD2A Tudor inh	G9a inh	Pin1 inhibitor	POLI inh
Cc1ccc(C(=O)/C=C/c2cn(CN3CCN(C)CC3)c3ccccc23)cc1	-20%	42%	-4%	9%	13%	-19%	-4%[59 µM]	38%[activator]	12%
OC1(c2cccc(C(F)(F)F)c2)CCN(Cc2nnnn2CCc2ccccc2)CC1	-3%	29%	i	1%	-2%	-9%	-13%[59 µM]	-3%	-12%
c1ccc(CN2CCC(Nc3nc(-c4cccnc4)nc4ccccc34)CC2)cc1	107%[activator]	-16%	-10%	?	-6%	-44%	-38%	4%	34%[activator]
CCCCCCCN(C(=O)CCl)c1cccc(C)c1	-5%	96%[activator]	-9%	53%[activator]	1%	40%[activator]	22%	-3%	11%
COc1cccc(C(=O)N2CCC(n3nccc3NC(=O)C(OC)c3ccccc3)CC2)c1 (stereo unspecified)	-4%	58%[activator]	i	-17%	-14%	1%	46%	-13%	19%
CCOc1cc(N2CCOCC2)c(OCC)cc1NC(C)C(=O)N1CCN(CC)CC1 (stereo unspecified)	-10%	?	i	10µM*	?	0.35µM*	4µM*	?	13µM*
CCOc1cc(N2CCOCC2)c(OCC)cc1NC(=O)Cc1cccc2ccccc12	-6%	-17%	3%	22µM*	26%	?	3.5µM*	?	7%
CC(=O)NC(=O)NC1OC(=O)C(Cl)=C1Cl (stereo unspecified)	-4%	36%	-4%	3%	2%	2%[57.1 µM]	40µM*	-9%	?
COc1ccc(NC(=O)c2ccc3oc(=O)c(S(=O)(=O)c4ccc(F)cc4)cc3c2)c(OC)c1	-4%	28%	-11%	-14%	-2%	-6%	-3%[59 µM]	-5%	18%
Cc1cc(C)c(NC(=O)Cn2c([N+](=O)[O-])cnc2C)c(C)c1	0%	49%[activator]	-1%	-14%	-12%	-15%	-6%[12.7 µM]	-8%	25%

Results, previewed entries included:
SMILES	BLM helicase inh	HP1b chromo inh	PGK inhibitor	BAZ2B inh	GLS inhibitor	JMJD2A Tudor inh	G9a inh	Pin1 inhibitor	POLI inh
Cc1ccc(C(=O)/C=C/c2cn(CN3CCN(C)CC3)c3ccccc23)cc1	-20%	42%	-4%	9%	13%	-19%	-4%[59 µM]	38%[activator]	12%
OC1(c2cccc(C(F)(F)F)c2)CCN(Cc2nnnn2CCc2ccccc2)CC1	-3%	29%	i	1%	-2%	-9%	-13%[59 µM]	-3%	-12%
c1ccc(CN2CCC(Nc3nc(-c4cccnc4)nc4ccccc34)CC2)cc1	107%[activator]	-16%	-10%	?	-6%	-44%	-38%	4%	34%[activator]
CCCCCCCN(C(=O)CCl)c1cccc(C)c1	-5%	96%[activator]	-9%	53%[activator]	1%	40%[activator]	22%	-3%	11%
COc1cccc(C(=O)N2CCC(n3nccc3NC(=O)C(OC)c3ccccc3)CC2)c1 (stereo unspecified)	-4%	58%[activator]	i	-17%	-14%	1%	46%	-13%	19%
CCOc1cc(N2CCOCC2)c(OCC)cc1NC(C)C(=O)N1CCN(CC)CC1 (stereo unspecified)	-10%	?	i	10µM*	?	0.35µM*	4µM*	?	13µM*
CCOc1cc(N2CCOCC2)c(OCC)cc1NC(=O)Cc1cccc2ccccc12	-6%	-17%	3%	22µM*	26%	?	3.5µM*	?	7%
CC(=O)NC(=O)NC1OC(=O)C(Cl)=C1Cl (stereo unspecified)	-4%	36%	-4%	3%	2%	2%[57.1 µM]	40µM*	-9%	?
COc1ccc(NC(=O)c2ccc3oc(=O)c(S(=O)(=O)c4ccc(F)cc4)cc3c2)c(OC)c1	-4%	28%	-11%	-14%	-2%	-6%	-3%[59 µM]	-5%	18%
Cc1cc(C)c(NC(=O)Cn2c([N+](=O)[O-])cnc2C)c(C)c1	0%	49%[activator]	-1%	-14%	-12%	-15%	-6%[12.7 µM]	-8%	25%
Cc1ccc(C(=O)Nc2ccccc2C(=O)N2CCCCCC2)cc1	-1%	32%	-8%	-2%	4%	-8%	3%	0%	18%
COC(=O)c1ccccc1NC(=O)Cn1c(=O)cc(-c2ccccc2)c2c(C)nn(C)c21	-9%	-21%	-5%	-10%	-8%	-15%	28%[59 µM]	-1%	-3%
O=C(N/N=C/c1ccccc1C(F)(F)F)c1ccc2nc[nH]c2c1	2%	69%[activator]	3%	-7%	-11%	-22%	22%	6%	0%
COCCN(C(=S)Nc1ccc(C)cc1C)C(C)c1ccco1 (stereo unspecified)	0%	24%	i	-9%	9%	-16%	?	-1%	48%[activator]
Cc1cc(C)c(N2C(=NC(=O)CCCC(=O)O)SC3CS(=O)(=O)CC32)c(C)c1 (stereo unspecified)	1%	18%	i	-2%	12%	-17%	1%	-1%	13%
CCc1nc2ccccc2n1CCc1ccccc1	1%	26%	1%	-6%	-5%	-5%	-10%[59 µM]	-1%	6%
CCOc1ccccc1OCC(=O)OCc1csc(CC(=O)Nc2ccccc2C)n1	.	11%	-7%	-6%	17%	-5%	-33%	2%	16%
c1ccc(CCC2Cc3ccccc3N2)cc1 (stereo unspecified)	.	-10%	-8%	?	23%	56µM*	-1%[0.501 µM]	?	19%
CCOC(=O)c1sc2ccccc2c1S(=O)(=O)N1CCN(c2cccc(OC)c2)CC1	-7%	17%	0%	?	2%	-24%	-41%[59 µM]	7%	10%
COC(=O)Cn1c(C)c(C(C)=O)c(C(C)=O)c1C	-5%	6%	3%	-3%	5%	-7%	?	-12%	1%
Cc1ccc2c(Cl)cc(Cl)c(OCC(=O)Nc3cccc(S(N)(=O)=O)c3)c2n1	-4%	18%	5%	-6%	11%	-4%	-8%[59 µM]	73%[activator]	0%
CCC(=O)C1=C(c2cccc([N+](=O)[O-])c2)N(C(=O)CC)n2c(nnc2C2CCCCC2)S1	-11%	14%	0%	-31%	8%	-17%	-35%[59 µM]	3%	18%
CS(=O)(=O)N(CC(=O)N1CCCC1)c1ccc(Cl)cc1Cl	0%	15%	-7%	10%	-1%	-14%	19%	1%	22%
CC(Sc1ccc2ccccc2n1)C(=O)O (stereo unspecified)	-7%&0%	25%	8%	2%&4%	18%	-11%	50µM*	-2%	51%[activator]
O=C1CC2(CCCCCC2)Oc2ccccc21	.	114%[activator]	i	.	2%	43%[activator]	.	0%	4%
O=C(CN1C(=O)C2C3C=CC(C3)C2C1=O)NCCc1ccccc1 (stereo unspecified)	-9%	-9%	i	8%	?	?	-33%	4%	-1%
O=C(C1CCCN1C(=O)c1cccs1)N1CCc2ccccc21 (stereo unspecified)	-11%	45%[activator]	-9%	4%	-4%	-3%	7%[59 µM]	-5%	?
COc1ccc(NC(=O)c2ccc3ccccc3c2)cc1	3%	20%	-10%	13%	-2%	-10%	10%[0.501 µM]	-4%	9%
CCN(C(=S)Nc1ccc(C(C)=O)cc1)C1CCCCC1	-1%	17%	-4%	-26%	12%	-20%	?	-5%	79%[activator]
O=C(O)c1cnn(-c2ccccc2)c1-n1cccc1	-8%	37%	-9%	5%	-6%	1%	8%[59 µM]	-3%	6%
COc1cccc(NC(=O)COC(=O)c2ccccc2C(=O)N(C)c2ccccc2)c1	.	5%	i	3%	1%	-20%	14%[12.7 µM]	-1%	16%
COc1ccc(NS(=O)(=O)c2ccc(Br)cc2)cn1	-4%	50%[activator]	-5%	9%	-5%	21%	6%	-10%	-3%
O=C(/C=C/c1ccc(Cl)cc1)Nc1ccc(Br)cn1	-2%	17%	-2%	-13%	3%	-12%	11%[59 µM]	-2%	123%[activator]
CC(C)(C)C1=C(C#N)C(c2cc3c(cc2Br)OCO3)C(C#N)=C(N)O1 (stereo unspecified)	-3%	23%	-9%	-3%	14%	-2%	-17%[59 µM]	3%	2%
O=C(Cn1cnc2sc(-c3ccccc3)cc2c1=O)NCc1ccco1	18µM*	8.9µM*	13µM*	?	?	3.2µM*	13µM*	5%	10µM*
C/C(Sc1nnc(Cc2ccccc2)o1)=C(/O)c1ccccc1	0%	39%	.	11%	5%	-2%	19%	-10%	28%
COc1cc(OC)cc(C(=O)NCc2cc(C)nc3ccccc23)c1	-5%	35%	3%	-19%	2%	-6%	?	1%	19%
C=CCC[C@@H](Cc1ccc(F)cc1)C(=O)OC[C@H](Cc1c[nH]c2ccccc12)NC(=O)[C@H](CC=C)CC(=O)N(CCO)Cc1ccccc1	.	-5%	i	.	0%	?	.	1%	11%
O=C(O)CONC(=O)c1cc(OCC(F)(F)F)ccc1OCC(F)(F)F	-4%	-3%	i	2%	0%	?	-6%	-1%	-6%
CN(C)S(=O)(=O)c1ccc(C(=O)/C=C/c2cccnc2)cc1	-4%	61%[activator]	-3%	-7%	-10%	-1%	?	4%	-3%
CCc1ccc(-c2ccc(C(=O)C(F)(F)F)[nH]2)cc1	-2%	30%	5%	-2%[57.1 µM]	1%	-2%	36%[0.501 µM]	-7%	22%
COc1ccc(Cl)cc1NC(=O)c1cc2ccccn2n1	-2%	31%	0%	0%	4%	-9%	2%[59 µM]	6%	24%
O=C(Nc1ccccc1)C1CCN(c2nccs2)CC1	-4%	-16%	4%	-28%	4%	3%	50µM*	-7%	26%
O=C1CN(C(=O)COC(=O)CCS(=O)(=O)c2ccccc2Cl)c2ccccc2N1	.	43%[activator]	-2%	.	2%	-24%	.	10%	?
CCCn1c(C(O)c2ccc(OCC)cc2)nc2ccccc21 (stereo unspecified)	-2%	41%[activator]	-8%	13%	-2%	-14%	-2%	5%	7%
Cc1noc(C)c1S(=O)(=O)NCCc1csc2nc(-c3ccc(F)cc3)nn12	0%	8%	-2%	-2%	-7%	?	10%[59 µM]	0%	4%
CCc1cccc(NC(=O)C2CCCN2S(=O)(=O)c2ccc3c(c2)CC(C)N3C(C)=O)c1 (stereo unspecified)	-2%	46%[activator]	-6%	-7%	-5%	-6%	.	-2%	-6%
COc1ccc(/C=C/C(=O)C2(O)CCCCC2)cc1	-6%	17%	0%	0%	3%	1%	-6%	-1%	22%
